# Assay outcomes as filed in PubChem.
# AmpC inh detg: inhibitors of E. coli AmpC beta-lactamase with detergent. P00811. AmpC hydrolysis of nitrocefin, absorbance 480 nm, 0.01% Triton. Potency, µM (series often up to 114 µM), inactives show at the top dose activity change, negative = inhibition, most hits filed as inhibitors. hit rate 0.041% among 370,000;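 note: potency is the fitted concentration of half-maximal effect; 0% = no-compound wells and -100% = no-enzyme wells; nearly all actives have a fitted effect of over 25% in size; some results filed as inactive show a strong effect at the top dose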
# Target sequence (P00811 whole entry, looked up): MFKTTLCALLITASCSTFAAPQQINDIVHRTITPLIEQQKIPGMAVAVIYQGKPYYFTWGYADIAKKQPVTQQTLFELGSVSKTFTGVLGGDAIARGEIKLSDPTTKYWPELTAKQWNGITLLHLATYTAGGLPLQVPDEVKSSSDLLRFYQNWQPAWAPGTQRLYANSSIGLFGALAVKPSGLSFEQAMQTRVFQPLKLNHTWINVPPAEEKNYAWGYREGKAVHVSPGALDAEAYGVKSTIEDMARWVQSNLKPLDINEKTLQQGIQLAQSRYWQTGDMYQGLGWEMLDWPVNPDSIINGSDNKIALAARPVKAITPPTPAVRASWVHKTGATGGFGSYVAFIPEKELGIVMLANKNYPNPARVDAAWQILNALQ
#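 AmpC (5.3 nM in the dispensed reagent) in 20 mM phosphate pH 7.0 with 0.01% (detergent screen) or 0.0001% Triton X-100 was preincubated with compounds for 15 min at room temperature. Nitrocefin was then added from an 800 uM solution, and hydrolysis was followed at 480 nm.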
# Sm TGR block: S. mansoni TGR enzyme inhibition; AID 485364; purified TGR, DTNB reduction, TNB absorbance 405 nm; hit rate 3% among 360,000; Potency, µM (series often up to 114 µM), inactives show top-dose activity change, negative = inhibition, hits mostly inhibitors; Q962Y6; note: potency is the fitted concentration of half-maximal effect; nearly all actives have a fitted effect of over 60% in size
#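 TGR 20 nM + NADPH 100 uM (dispensed conc.), cpd preinc 15 min RT; start with NADPH (500 uM addition) then DTNB (15 mM addition). Kinetic TNB absorbance, 405 nm filter. Four-parameter Hill fit across titration.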
# HCMV antiviral: blocks human cytomegalovirus replication; HFF cells, HCMV-luciferase reporter, 72 h; active compounds read low; hit rate 4.5% among 410,000; activity change, negative = inhibition, % at 57.5 µM; in the data active = activity change below about -60%; inconclusive = no clear call, values can overlap the other calls; inactive = above about -39%
#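 Luciferase read-out from HCMV-luciferase-infected HFFs (MOI 1 PFU/cell) 72 h post infection at 37C; compounds added after 16 h cell attachment; activity normalized between buffer-only basal and Salinomycin (10uM) inhibitor controls.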
# FBPA Giardia inh: inhibitors of Giardia lamblia fructose-1,6-bisphosphate aldolase; A8B2U2; purified Giardia FBPA; Potency, µM (series often up to 59.6 µM), for inactives: at the top dose activity, negative = inhibition, usual class: inhibitors; hit rate 0.71% among 290,000; AID 2451; note: potency is the fitted concentration of half-maximal effect; nearly all actives have a fitted effect of over 55% in size
# Target sequence (A8B2U2 whole entry, looked up): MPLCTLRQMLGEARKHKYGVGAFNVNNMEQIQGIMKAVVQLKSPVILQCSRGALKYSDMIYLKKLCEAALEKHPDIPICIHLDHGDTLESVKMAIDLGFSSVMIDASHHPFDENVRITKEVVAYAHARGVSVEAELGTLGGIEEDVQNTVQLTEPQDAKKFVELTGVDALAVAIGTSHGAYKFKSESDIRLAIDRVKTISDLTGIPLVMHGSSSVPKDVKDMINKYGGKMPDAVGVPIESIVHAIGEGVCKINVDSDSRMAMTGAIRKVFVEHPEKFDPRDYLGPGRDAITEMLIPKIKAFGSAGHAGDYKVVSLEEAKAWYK
#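 Giardia FBPA (40 nM reagent) was preincubated 10 min at RT with compound (up to 57.5 uM final), then substrate plus GAPDH/TPI/NAD/arsenate coupling system with diaphorase/resazurin was added; resorufin fluorescence (525/598 nm) was read after 20 min.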
# HCV inh: inhibitors of hepatitis C virus infection. Potency, µM (doses to about 41.8 µM), without a hit: at the highest dose activity change, negative = inhibition, most hits filed as inhibitors. Huh7.5.1 HCVcc-Cre infection, luciferase reporter, 44 h. hit rate 3.4% among 340,000; note: potency is the fitted concentration of half-maximal effect
#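 Cells (1,000/well) were plated 4 h before compound, then infected with HCVcc-Cre virus (~0.5 moi). After 44 h further culture, infection was read as luciferase luminescence following a 15 min substrate incubation at room temperature.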
# AMA1-RON2 inh: inhibitors of Plasmodium falciparum AMA1-RON2 interaction. AlphaScreen AMA1-biotinylated RON2 peptide binding. Potency, µM (doses to about 58.2 µM), for the others: at the top dose activity change, negative = inhibition, usual class: inhibitors. hit rate 0.2% among 360,000;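 note: potency is the fitted concentration of half-maximal effect; 0% = vehicle wells and -100% = peptide control; nearly all actives have a fitted effect of over 45% in size; some results filed as inactive show a strong effect at the top dose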
#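 AMA1 (3D7) with his tag at 25 nM final met compounds first, then biotinylated RON2 peptide at 25 nM; detection used donor plus acceptor beads, 10 µg/mL apiece, read by AlphaScreen after 30 min at room temperature.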
# The depositor's hits bear a star; ? = inconclusive; / = no result given; & = joins results of further samples; ! = not active in a repeat; [ ] = remark or other dose. Unless noted, calls come from the whole dose curve; as a rule, active = well fitted curve in the direction sought with a large enough effect; inconclusive = small, poorly fitted or top-dose-only effect, or another doubt; inactive = no such curve, though single readings can be large; an effect the other way counts as inactive or inconclusive. Unless noted, % is set by controls: 0 for no effect and ±100 for the full control effect.
SMILES,AmpC inh detg,Sm TGR block,HCMV antiviral,FBPA Giardia inh,HCV inh,AMA1-RON2 inh
Nc1ccc(NC(=S)Nc2ccccc2)cc1,-5%,-15%,?,-5%,-5%,79%[activator]
CN1C(=O)c2cccc3c(S(=O)(=O)NCCc4ccccc4)ccc1c23,-2%,4%,17,-2%,-10%,18%
CCc1cccc(NC(=O)c2c(N3CCCC3=O)c3cc(C)ccc3n2C)c1,-10%,-8%,-14,/,/,/
COc1ccc(NC(=O)CCCc2ccccc2)cc1OC,-3%,-12%,106,1%,8%,-6%
COCCN(Cc1cc2cc3c(cc2nc1Cl)OCO3)C(=O)Nc1ccc(F)cc1,-1%,0%,-39,4%,?,-3%
CCn1c(CSc2ncccn2)nnc1SCC(=O)N1c2ccccc2CC1C (stereo unspecified),5%,-1%,/,-11%,-1%,-2%
COc1ccc(Cn2cccc(NC(=O)Nc3ccc(C#N)cc3)c2=O)cc1,-11%,-19%,-38,-5%,?,24%
COc1cccc(-c2onc3ccc(C(C)=O)cc23)c1,-12%,?,-70*,-3%,?,8%
CN1CCN(c2ccc(NC(=O)c3sc4ccccc4c3Cl)cc2)CC1,7%,2%,?,5%,?,-28%
CCOc1ccc(-c2cc(CCCC(=O)NCCc3cc(OC)c(OC)c(OC)c3)no2)cc1,-13%,0%,?,/,/,/
CS(=O)(=O)N(Cc1ccccc1)c1ccc(C(=O)NCCSc2ccccn2)cc1,-10%,1%,-33,15%,4%,-8%
COc1cc(C(=O)NCCC(C)C)ccc1OCc1ccc(Cl)cc1Cl,-2%,2%,-3,2%,?,22%
O=C(Nc1cc(Cl)ccc1Cl)c1ccco1,-13%,-13%,-7,11%,-8%,0%
COc1ccc(OC)c(C2=NOC(C(=O)NCC3CCCO3)C2)c1 (stereo unspecified),17%,0%,43,20%,/,31%[activator]
Cc1nc2ncnn2c(C)c1CCC(=O)N1CCN(C(=O)c2ccco2)CC1,-5%,-24%,23,4%,12%,-8%
COc1ccccc1CN1CC(C(=O)NCc2nccn2C)CCC1=O (stereo unspecified),-13%,-5%,-37,/,12%,-6%
COc1ccccc1CN1CC(C(=O)NCc2cc(C)on2)CCC1=O (stereo unspecified),1%,-10%,2,/,11%,-3%
COc1ccc(O)c(/C=N/NC(=O)c2c(C)nnn2-c2nonc2N)c1,-2%,-1%,-33,0%,?,47%[activator]
CC1CCCCN1CCNC(=O)c1ccc2c(=O)n(CCc3ccccc3)c(=O)[nH]c2c1 (stereo unspecified),2%,-25%,33,2%,11µM*,6%
COc1cccc(/C=C/C(=O)OCC(=O)c2ccccc2)c1OC,/,/,-5,/,5%,19%
Cc1ccc(-n2c(SCC(=O)Nc3c(C)cccc3C)nc(O)c(C)c2=O)cc1,18%,0%,32,/,/,/
Nc1ccccc1C(=O)N1O[C@@H]2C=C[C@H]1CC2,/,/,-15,/,3%,-5%
O=C1Nc2ccccc2Sc2ccccc21,1%,/,-9,-18%,0%,-5%
COc1cc(/C=N/NC(=O)c2ccncc2)ccc1OC(=O)c1cccc(F)c1,0%,3%,16,/,17%,19%
O=C(Cc1ccc(-n2c(=O)[nH]c3ccccc3c2=O)cc1)N1CCN(c2ccccc2)CC1,-1%,-7%,9,-2%,13%,-3%
# Going on with the list.
SMILES,AmpC inh detg,Sm TGR block,HCMV antiviral,FBPA Giardia inh,HCV inh,AMA1-RON2 inh
O=C(CCC(=O)N1CCN(C2CCCCC2)CC1)Nc1nnc(C(F)(F)F)s1,-18%,-2%,-15,4%,16%,1%
O=C(CNC(=O)c1ccc(Br)o1)NCc1ccc2c(c1)OCO2,-9%,-3%,44,0%,7%,-5%
O=P(C(c1c[nH]c2ccccc12)N1CCOCC1)(N1CCOCC1)N1CCOCC1 (stereo unspecified),?,0%,49,0%,23%,-1%
CC(C)[C@@H](CO)N(C)S(=O)(=O)c1ccccc1Br,/,/,-33,/,16%,-7%
CCn1c(SCC(=O)O)nnc1-c1cc2c(C)nn(-c3ccccc3)c2s1,-5%,6%,6,8%,0%,-1%
CCOc1ccc(CCNC(=O)c2cn(C)c3ccc(S(=O)(=O)N4CCOCC4)cc3c2=O)cc1OCC,4%&1%,1%&-1%,3&7,/,-18%,6%
CNC(=S)Nc1ccc(C23CC4CC(CC(C4)C2)C3)cc1,-5%,-5%,-98*,4%,?,?
Cc1ccc(-n2c(=O)c3c(c4cc(C)ccc4n3C)n(CC(=O)c3ccc(Cl)cc3)c2=O)cc1,2%,-6%,-2,/,/,/
Cc1cc(-c2ccco2)n(CC(=O)NCCCc2ccccc2)n1,?,?,-31,5%,-7%,-7%
CCn1c2ccccc2c2cc(NC(=O)CSc3nnc(-c4cccc(C)c4)o3)ccc21,-12%,-3%,-11,-5%,-3%,-5%
CCn1nc(C(=O)Nc2cccc(C(F)(F)F)c2)c(Cl)c1Cl,2%,11%,-34,1%,-7%,1%
CC1=C(C(=O)Nc2ccc(C)cc2C)C(c2cccn2C)n2ncnc2N1 (stereo unspecified),19%,0%,4,/,/,/
CCCCNc1ccc2c3c(cccc13)C(=O)N(CCCC)C2=O,-10%,23%,9,-10%,?,91%[activator]
O=C(CNC(=O)c1ccncc1)N/N=C/c1ccc(Br)cc1,0%,17%,-33,4%,16%,0%
CCOC1OC(=O)C(Cl)=C1Nc1ccc(C)cc1C (stereo unspecified),-12%,-20%,6,5%,1%,-5%
CCNC(=O)COC(=O)C1CCC(=O)N(c2ccc(OC)cc2)C1c1ccc(OC)cc1 (stereo unspecified),-7%,0%,-25,0%,2%,0%
CCC(=O)N1CCc2cc(Br)cc(S(=O)(=O)CCC(=O)NCc3ccc(Cl)cc3)c21,8%,-33%,-26,/,/,/
COc1ccccc1NC(=O)Cn1nc(C(F)(F)F)c2c1CCCC2,-10%,-20%,?,-2%,-28%,9%
Cc1ccccc1CNC(=O)CCCn1nc(C)c2sc3ccccc3c2c1=O,16%,22%,15,/,/,/
Cc1c(C)c2ccc(OCC(=O)Nc3ccc(N4CCC(C)CC4)cc3)cc2oc1=O,-2%,4%,?,/,?,-2%
CCCCCCCCNc1nc(Cl)nc(NCc2ccco2)n1,?,-2%,-6,0%,15%,9%
O=C(Nc1nonc1NC(=O)c1cccs1)c1cccs1,1%,1%,-93*,7%,4µM*,-8%
CCOC(=O)NC(=O)c1cn(CCNCCO)c(=O)[nH]c1=O,-13%,10%,0,0%,28%,-10%
COc1ccc(O)c(/C=N\NC(=O)CCn2nnc3ccccc32)c1,6%,6%,-15,?,?,135%[activator]
O=C(NCc1ccco1)c1ccc([N+](=O)[O-])cc1Cl,?,-30%,-4,6%,17%,0%
# (more compounds)
SMILES,AmpC inh detg,Sm TGR block,HCMV antiviral,FBPA Giardia inh,HCV inh,AMA1-RON2 inh
O=C(Cc1ccc(Cl)cc1)Nc1ncc([N+](=O)[O-])s1,7%,?,9,0%,-11%,6%
Cc1ccc(-c2nc(N)s[n+]2-c2ccccc2)cc1,?,-27%,-38,?,7%,-7%
Cc1ccc(-n2ncc3c2CC(C)(C)CC3NC(=O)CN2CCCC2=O)cc1 (stereo unspecified),-2%,6%,-5,/,12%,20%
COc1ccc(/C=C/C(=O)NCC(=O)n2nc(C)cc2C)cc1,-3%,7%,11,-1%,-3%,5%
COc1ccc(/C=C2\SC(=S)N(CCCC(=O)NNC(=O)c3ccccc3O)C2=O)cc1,-3%,1%,-75*,12%,?,23%
CCc1nnc(NC(=O)C2Cc3ccccc3CN2S(=O)(=O)CC)s1 (stereo unspecified),?,8%,?,1%,10%,26%
Cc1cc(C(=O)N2CCN(c3ccc(F)cc3)CC2)c2c(C)nn(-c3cccc(Cl)c3C)c2n1,6%,13%,1,/,/,/
COc1ccc(C(=O)CC(=O)C(=O)Nc2cccc(C(C)=O)c2)cc1,-3%,3%,16,4%,-8%,44%[activator]
CCOc1ccc2oc(C(=O)N3CCCN(C)CC3)c(C)c2c1,/,/,0,/,-9%,14%
Cc1ccc(-c2nc3nc(C)cc(N4CCN(c5cccc(C)c5)C(C)C4)n3n2)cc1 (stereo unspecified),7%,-14%,8,/,/,/
CC1=NN(C(=O)CCCc2ccccc2)C(O)(C(F)(F)F)C1 (stereo unspecified),-1%,4%,-24,0%,19%,-7%
Cc1cc(NC(=O)CCC(=O)N(Cc2ccco2)C2(C(=O)NC3CCCCC3)CCCC(C)C2)no1 (stereo unspecified),-3%,-15%,-28,5%,-20%,-2%
COc1cccc(-c2nc(NC3CCCC3)c3ccccc3n2)c1O,-16%,0%,/,-1%,2.8µM*,-9%
Cc1cc(NC(=O)CCC(=O)N(Cc2ccco2)C2(C(=O)NC3CCCC3)CCC(C)CC2)no1 (stereo unspecified),5%,15%,-12,3%,14µM*,-5%
O=C(CC1c2ccccc2Oc2ccccc21)N1CCN(c2ccccn2)CC1,-7%,5%,-19,-3%,-28%,-3%
Cc1cccc(N2CCN(C(=O)C3CCN(c4ncnc5c4nc4n5CCCCC4)CC3)CC2)c1C,8%&1%,-9%&-5%,-77*!,/,7.1µM*,-3%
CC(=O)c1ccc(NC(=O)Cn2cnc3nc4c(cc3c2=O)CC(C)CC4)cc1 (stereo unspecified),12%,7%,26,/,/,/
O=C(c1ccc(C(F)(F)F)cc1)N1CCC(=O)N(C(COCc2ccc(Cl)cc2)Cc2ccccc2)CC1 (stereo unspecified),-2%,-15%,-20,-7%,2%[8.37 µM],18%
CCN(CC)S(=O)(=O)c1ccc(/C=C/C(=O)O)cc1,-13%,-3%,?,16%,29%,-2%
CCCNC(=O)COc1coc(CN2CCN(c3ccc(F)cc3)CC2)cc1=O,?,-1%,37,/,8%,-8%
CC(Oc1ccc(Cl)cc1Cl)C(=O)Nn1cnnc1 (stereo unspecified),0%,-16%,-3,-1%,10%,-15%
O=C(Cn1ncc2c3ccccc3n(Cc3ccccc3)c2c1=O)NCCCN1CCOCC1,-5%,0%,-17,-11%,-5%,3%
O=C(O)Cn1cc(C(=S)N2CCCCC2)c2ccccc21,-14%,0%,-18,?,14%,-1%
